M4 antag – human M4 muscarinic receptor antagonists, primary screen, CHO cells, Fluo-8 calcium fluorescence | Muscarinic acetylcholine receptor M4 (Homo sapiens), P08173 | CHO-hM4 cells, ACh EC80 | inhibition, % at 3 µM | 360,000 tested, 0.73% active | AID 624125, 2012;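 active = inhibition above its plate's cutoff, the mean inhibition of sample wells plus 3 SD, cut at about 27% in these data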;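 note: 0% = acetylcholine EC80 with DMSO and 100% = DMSO without agonist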
Target sequence (P08173 whole entry, looked up): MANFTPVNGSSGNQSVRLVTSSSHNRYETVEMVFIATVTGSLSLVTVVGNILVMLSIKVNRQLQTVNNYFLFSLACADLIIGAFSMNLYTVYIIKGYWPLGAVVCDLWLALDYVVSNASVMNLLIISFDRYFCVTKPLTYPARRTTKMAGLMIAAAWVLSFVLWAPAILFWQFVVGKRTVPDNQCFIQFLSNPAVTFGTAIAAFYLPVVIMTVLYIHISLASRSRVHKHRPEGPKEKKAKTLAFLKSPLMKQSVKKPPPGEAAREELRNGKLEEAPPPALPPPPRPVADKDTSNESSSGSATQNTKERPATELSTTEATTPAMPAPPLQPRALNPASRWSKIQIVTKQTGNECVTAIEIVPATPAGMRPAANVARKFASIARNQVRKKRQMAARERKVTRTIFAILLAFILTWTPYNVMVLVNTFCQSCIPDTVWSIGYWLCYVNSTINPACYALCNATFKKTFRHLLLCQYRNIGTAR
M1 PAM – human M1 muscarinic receptor positive allosteric modulators, primary screen, CHO-K1 cells, Fluo-8 calcium fluorescence, 1536-well; activation, % at 3 µM; 360,000 tested, 0.088% active; CHO-K1 hM1, ACh EC20; 0% = ACh EC20, 100% = maximal ACh; AID 588819, 2011; Muscarinic acetylcholine receptor M1 (Homo sapiens), P11229; in the data active = activation above about 19%, passing the limit was not always enough
M5 ag – human M5 muscarinic receptor agonists, primary screen, CHO-K1 cells, Fluo-8 calcium fluorescence; 360,000 tested, 0.19% active; Muscarinic acetylcholine receptor M5 (Homo sapiens), P08912; CHO-K1 hM5 cells; 0% DMSO wells, 100% maximal acetylcholine response; activation, % at 3 µM;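 active = activation above the run's mean over test compounds plus 3 SD, cut at about 23% in these data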;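 note: signal is peak over basal fluorescence ratio across the kinetic read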
Target sequence (P08912 whole entry, looked up): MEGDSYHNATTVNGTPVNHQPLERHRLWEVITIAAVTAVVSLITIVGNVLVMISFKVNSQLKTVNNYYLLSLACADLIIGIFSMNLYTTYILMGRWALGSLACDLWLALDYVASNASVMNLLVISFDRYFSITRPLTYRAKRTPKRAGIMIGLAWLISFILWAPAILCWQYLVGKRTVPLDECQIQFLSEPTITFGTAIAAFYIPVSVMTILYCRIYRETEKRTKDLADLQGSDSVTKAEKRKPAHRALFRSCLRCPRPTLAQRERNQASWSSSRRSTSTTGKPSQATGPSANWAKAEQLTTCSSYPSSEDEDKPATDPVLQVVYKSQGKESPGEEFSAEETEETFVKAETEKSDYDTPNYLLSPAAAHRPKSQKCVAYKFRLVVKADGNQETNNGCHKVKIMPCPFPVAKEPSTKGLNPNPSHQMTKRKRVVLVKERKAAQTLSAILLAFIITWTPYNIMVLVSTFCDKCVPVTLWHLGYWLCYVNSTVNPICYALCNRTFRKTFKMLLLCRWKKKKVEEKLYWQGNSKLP
CHRM4 PAM – human M4 muscarinic receptor positive allosteric modulators, primary screen, CHO-K1 cells, Fluo-8 calcium fluorescence; activation, % at 3 µM; CHO-K1 hM4/Gqi5, ACh EC20; 0% = ACh EC20, 100% = maximal ACh; 360,000 tested, 0.4% active; Muscarinic acetylcholine receptor M4 (Homo sapiens), P08173; AID 624126, 2012;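 active = activation above its plate's cutoff, the mean activation of sample wells plus 3 SD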; note: some results filed as inactive read as strong as hits
M5 antag – human M5 muscarinic receptor antagonists, primary screen, CHO cells, Fluo-8 calcium fluorescence. CHO-hM5 cells, ACh EC80. inhibition, % at 3 µM. 360,000 tested, 0.59% active;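 active = inhibition above a per-plate cutoff, the mean of that plate's test compounds plus 3 SD, cut at about 27% in these data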;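 note: 0% = acetylcholine EC80 with DMSO and 100% = DMSO without agonist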
CRFR2-BP ag – agonists of CRF-BP/CRF-R2 complex, primary screen, cell-based, HEK293, calcium dye fluorescence, uHTS; AID 588473, 2011; 350,000 tested, 0.46% active; CRF-binding protein / CRF receptor 2 complex (human); calcium dye fluorescence (FLIPR); percent of saturating CRF peptide response; activation, % at 13.2 µM;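 active = activation of at least 50%, plus an integration ratio under a set limit after plate pattern correction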;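 note: plate controls were neutral control wells without compound for no effect and CRF at EC100 for full effect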
M1 antag – human M1 muscarinic receptor antagonists, primary screen, CHO-K1 cells, Fluo-8 calcium fluorescence, 1536-well. CHO-K1 hM1, ACh EC80 antagonist. inhibition, % at 3 µM. 360,000 tested, 1.3% active. AID 588852, 2011;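 active = percent inhibition above its own plate's cutoff, namely the mean of that plate's compound wells plus 3 SD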;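 note: peak over basal fluorescence ratio during 140 s after agonist addition; 0% = ACh EC80 plus DMSO and 100% = DMSO alone without agonist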
CHRM4 agonist – human M4 muscarinic receptor agonists, primary screen, CHO-K1 cells, Fluo-8 calcium fluorescence | Muscarinic acetylcholine receptor M4 (Homo sapiens), P08173 | CHO-K1 hM4/Gqi5; vehicle 0%, full acetylcholine response 100% | activation, % at 3 µM | 360,000 tested, 0.14% active;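 active = activation above the run mean over all test wells plus 3 SD, cut at about 32% in these data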;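 note: peak over basal fluorescence ratio per well then scaled between controls; 0% = DMSO wells and 100% = acetylcholine at EC100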
CHRM5 PAM – human M5 muscarinic receptor positive allosteric modulators, primary screen, CHO-K1 cells, Fluo-8 calcium fluorescence; 360,000 tested, 0.3% active; CHO-K1 hM5, ACh EC20 PAM; 0% = ACh EC20, 100% = ACh EC100; Muscarinic acetylcholine receptor M5 (Homo sapiens), P08912; activation, % at 3 µM;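 active = activation above the run cutoff, the mean activation of all test compounds plus 3 SD, cut at about 18% in these data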
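Assay system – human M5 receptor in CHO-K1 cells · Read-out – % activation, ACh-normalized · Technique – Fluo-8 calcium fluorescence · Dosing – single-point, 3 µM nominal · Incubation – Fluo-8 loading 80 min at 37 °C plus 30 min room temperature · Repeats – singlicate, one well per test compound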
An asterisk follows results filed as active; · = not tested or not shown.

Assay codes: A = M4 antag; B = M1 PAM; C = M5 ag; D = CHRM4 PAM; E = M5 antag; F = CRFR2-BP ag; G = M1 antag; H = CHRM4 agonist; I = CHRM5 PAM
1) COc1ccc(NC(=O)c2cc(-c3ccccc3)nc3c2cnn3C(C)C)cc1
  A = 1	B = 11	C = 2	D = 0	E = -6	F = 2.0	G = -9	H = 1	I = 3
2) O=C(NN1C(=O)c2cc(Br)ccc2NC1c1cc(Br)cc(Br)c1O)c1ccncc1 (stereo unspecified)
  A = 4	B = 7	C = -2	D = -2	E = 0	F = 7.1	G = -11	H = 0	I = 2
3) Cc1ccc2c(c1C)NC(=O)CC(c1ccccc1O)=N2
  A = -6	B = -8	C = 4	D = 0	E = -6	F = 2.4	G = 18	H = 1	I = 0
4) O=C(/C=C/c1ccc(OC2CSC2)cc1)c1ccccc1
  A = -5	B = 1	C = -2	D = -9	E = -6	F = 4.4	G = -7	H = -1	I = -1
5) COc1ccc(CNC(=O)CN(C(=O)c2csnn2)c2ccc(C(C)=O)cc2)cc1
  A = 0	B = 0	C = -1	D = -7	E = 11	F = 0.5	G = 3	H = 3	I = -4
6) O=C(CSc1nc2ccsc2c(=O)n1-c1ccccc1)N1CCCC1
  A = 0	B = 9	C = 2	D = 7	E = -1	F = -0.4	G = -6	H = -2	I = 3
7) Cc1ccc2c(c1Br)/C(=N/N1C(=O)c3ccccc3C1=O)C(=O)N2
  A = -16	B = 3	C = -3	D = 6	E = -6	F = -0.2	G = 4	H = 0	I = 8
8) CCC(CO)Oc1cc(NCc2ccccc2)c2ncn(C(C)C)c2c1 (stereo unspecified)
  A = -17	B = 4	C = -3	D = 11	E = -10	F = 1.8	G = -3	H = 0	I = 7
9) O=C(CSc1nnc2c(Cl)cc(Cl)cn12)N1CCN(S(=O)(=O)c2ccccc2)CC1
  A = 7	B = -2	C = -12	D = 3	E = -3	F = 0.7	G = 7	H = 1	I = -7
10) CN(C)c1ccc(/C=N/NC(=O)c2ccccc2Cl)cc1
  A = -14	B = 2	C = 2	D = -3	E = 7	F = 2.4	G = 1	H = 2	I = -8
11) CCOC(=O)c1cccc(S(=O)(=O)N(CCO)Cc2cc3cc(OC)c(OC)cc3[nH]c2=O)c1
  A = 6	B = 16	C = -1	D = 4	E = -7	F = -0.4	G = -6	H = 1	I = 5
12) COc1ccc(NC(=O)/C(=C/c2ccc3c(c2)OCO3)NC(C)=O)cc1
  A = 11	B = 8	C = 4	D = -4	E = 1	F = -0.6	G = -7	H = 4	I = -1
13) COc1ccc(-c2nn(CC(=O)N(C)C)c(=O)c3ccccc23)cc1
  A = 0	B = 10	C = 0	D = 10	E = -1	F = -0.1	G = -13	H = 0	I = 2
14) CCC(C)(C)n1nnnc1C(c1cc2cccc(C)c2[nH]c1=O)N1CCCC1 (stereo unspecified)
  A = 7	B = 5	C = 1	D = 9	E = 1	F = 4.6	G = -8	H = 1	I = 0
15) Cc1cccc(COc2ncnc3nc[nH]c23)c1
  A = -15	B = -8	C = 0	D = -6	E = 11	F = 0.5	G = 5	H = 9	I = -4
16) CC(=O)/C(=N\Nc1ccccc1)Oc1ccc(Br)cc1
  A = 0	B = -4	C = -3	D = -6	E = 9	F = -2.3	G = 2	H = 2	I = -10
17) CCCn1nc(CC(=O)O)c2ccccc2c1=O
  A = -6	B = 5	C = 0	D = 6	E = -1	F = 0.2	G = -31	H = 0	I = 0
18) CNC(=O)c1c(NC(=O)C2=COCCO2)sc(C)c1C
  A = -4	B = 6	C = 2	D = 10	E = -1	F = 0.0	G = -4	H = -1	I = 1
19) O=C(NCc1nc2ccccc2[nH]1)c1c(F)c(F)c(F)c(F)c1F
  A = -2	B = 9	C = -1	D = -5	E = 9	F = -0.3	G = -9	H = 0	I = 3
20) O=C(Nc1cc(S(=O)(=O)N2CCOCC2)ccc1N1CCCC1)c1cc(=O)[nH]c2ccccc12
  A = -6	B = 13	C = -6	D = -4	E = 16	F = 3.5	G = -20	H = 1	I = 3
21) COc1cccc(C2CC(=O)Nc3cc4c(cc32)CCC4)c1 (stereo unspecified)
  A = -8	B = 9	C = -3	D = 9	E = 15	F = 0.3	G = 2	H = 2	I = -8
22) CC(=O)C1=C(O)C(=O)N(c2ccc(O)cc2)C1c1ccc(Cl)cc1 (stereo unspecified)
  A = 6	B = 1	C = -3	D = -3	E = -2	F = 0.2	G = 9	H = 0	I = -3
23) O=C(O)C1CC=C(Cl)CC1C(=O)NCC1OCCc2ccccc21 (stereo unspecified)
  A = 5	B = 3	C = 0	D = 1	E = 4	F = 0.6	G = -3	H = 0	I = 1
24) Cc1ccc(C)n1-c1ccc(N2CCOCC2)c([N+](=O)[O-])c1
  A = 0	B = 6	C = 1	D = -9	E = 4	F = 5.0	G = -9	H = 1	I = -2
25) CN(C)S(=O)(=O)c1ccc(C(=O)NC(=O)CSc2nncs2)cc1
  A = -4	B = 1	C = 2	D = 2	E = 5	F = 0.2	G = -4	H = 0	I = -3

An excerpt from above, showing only M1 antag and M5 antag.
| cpd | compound | M1 antag | M5 antag |
| --- | --- | --- | --- |
| 12 | COc1ccc(NC(=O)/C(=C/c2ccc3c(c2)OCO3)NC(C)=O)cc1 | -7 | 1 |
| 18 | CNC(=O)c1c(NC(=O)C2=COCCO2)sc(C)c1C | -4 | -1 |
| 10 | CN(C)c1ccc(/C=N/NC(=O)c2ccccc2Cl)cc1 | 1 | 7 |
| 6 | O=C(CSc1nc2ccsc2c(=O)n1-c1ccccc1)N1CCCC1 | -6 | -1 |

(continued)
Assay codes: A = M4 antag; B = M1 PAM; C = M5 ag; D = CHRM4 PAM; E = M5 antag; F = CRFR2-BP ag; G = M1 antag; H = CHRM4 agonist; I = CHRM5 PAM
26) O=C(NNC(=O)C1CC(=O)N(Cc2ccccc2)C1)c1ccc(F)cc1 (stereo unspecified)
  A = 3	B = 7	C = 3	D = 8	E = 1	F = 0.3	G = 3	H = 1	I = -4
27) CCNC(=S)N(CCCN(CC)CC)Cc1cc2cc3c(cc2[nH]c1=O)OCO3
  A = 2	B = 13	C = -6	D = -3	E = 0	F = 0.0	G = -22	H = 0	I = 9
28) Cc1ccc(NCc2nnc(SCc3ccc(C#N)cc3)n2Cc2ccco2)c(C)c1
  A = 0	B = -1	C = 0	D = -7	E = 0	F = -0.5	G = 8	H = 1	I = -2
29) CCOc1ccc(N(CC(=O)NN=C2CCCC2)S(C)(=O)=O)cc1
  A = -1	B = -2	C = -3	D = 3	E = 3	F = -1.5	G = -5	H = 0	I = -8
30) O=C(CCC(=O)NCCO)NCCO
  A = -1	B = 9	C = 1	D = 2	E = -4	F = -2.3	G = -8	H = 0	I = 2
31) CCOC(=O)c1[nH]cnc1C(=O)N1CCC(C)CC1
  A = -11	B = 16	C = 2	D = 15	E = -2	F = -2.5	G = -10	H = 1	I = 4
32) O=C(Nc1cc(C(=O)N2CCOCC2)cc(C(=O)N2CCOCC2)c1)c1cc(F)c(F)cc1Cl
  A = 9	B = -1	C = 0	D = -9	E = 11	F = -0.3	G = -5	H = 0	I = -4
33) N#CCSc1nc2ccccc2o1
  A = -9	B = 2	C = -3	D = 8	E = 11	F = -1.8	G = -12	H = 1	I = 5
34) COc1ccc(O)c(-c2cc(-c3cccs3)[nH]n2)c1
  A = -10	B = 5	C = 1	D = 5	E = -7	F = -0.8	G = -24	H = 3	I = -4
35) O=C(CCCN1C(=O)c2ccccc2C1=O)NCC1CCCO1 (stereo unspecified)
  A = -1	B = 11	C = 2	D = 7	E = 1	F = 0.8	G = -6	H = 0	I = 3
36) CC(C(=O)Nc1ccccc1Cl)c1ccc([N+](=O)[O-])cc1 (stereo unspecified)
  A = 0	B = 4	C = -2	D = 5	E = -6	F = -0.9	G = -5	H = 4	I = -4
37) O=C(Nc1ccc2c(c1)OCO2)C1CCN(S(=O)(=O)Cc2ccccc2)CC1
  A = 3	B = -1	C = -6	D = 1	E = 4	F = 0.9	G = -1	H = 1	I = -7
38) O=C(O)CCc1ccc(-c2cccs2)n1CC(=O)Nc1ccccc1C(F)(F)F
  A = 0	B = 6	C = 0	D = 2	E = 8	F = 0.4	G = 2	H = 1	I = 2
39) CC(C)(C)c1ccc(-n2ncc3c2CCCC3NC(=O)CCN2CCCC2=O)cc1 (stereo unspecified)
  A = 10	B = 0	C = 2	D = -4	E = 7	F = -1.8	G = 11	H = 6	I = -3
40) CNC(=O)CC12CC3CC(CC(C3)C1)C2
  A = 0	B = -1	C = 0	D = 0	E = 9	F = -0.1	G = -2	H = 2	I = -3
41) Cc1ccc(S(=O)(=O)N(C)c2cc(S(N)(=O)=O)c(C)cc2C)cc1
  A = -1	B = 1	C = 0	D = -5	E = 6	F = -0.4	G = 5	H = 1	I = -5
42) O=C(NCCN1CCC(n2c(=O)[nH]c3ccccc32)CC1)c1ccc(F)cc1Cl
  A = -4	B = ·	C = 4	D = -5	E = 9	F = ·	G = ·	H = 17	I = -11
43) O=C(Nc1ccccc1Cl)O/N=C/c1ccncc1
  A = 0	B = 10	C = -1	D = 8	E = 9	F = 0.5	G = -12	H = 0	I = -4
44) COC(=O)c1ccc2c(c1)S(=O)(=O)NC2C (stereo unspecified)
  A = -4	B = ·	C = 1	D = 6	E = 4	F = ·	G = ·	H = 1	I = -5
45) OCCCNc1ncnc2c1ncn2[C@H]1CN(Cc2ccco2)C[C@@H](CO)O1
  A = 1	B = 17	C = 1	D = 14	E = -2	F = ·	G = -12	H = 1	I = -2
46) Cc1c(Cl)cccc1NC(=O)c1cccc(OC(F)F)c1
  A = 1	B = -2	C = -6	D = 1	E = -10	F = -0.7	G = 6	H = -2	I = 2
47) O=C(c1cc2cc(Br)cc(Br)c2oc1=O)N1CCCC1
  A = 0	B = 8	C = 0	D = 21	E = 1	F = -0.7	G = -4	H = 0	I = -1
48) COC(=O)C1SCC2C(=O)N(Cc3ccccc3)CC(=O)N21 (stereo unspecified)
  A = 3	B = 8	C = -2	D = 3	E = -3	F = -2.5	G = -2	H = 2	I = -2

Assay outcomes as filed in PubChem.

Rows are unselected. Share with any hit: about 2.8%.
